ERG-DNA inh: ERG Ets/DNA interaction inhibition; P11308; fluorescence polarization, His-ERG Ets domain / labelled DNA; Potency, µM (doses to about 76.9 µM), inactives show top-dose FP activity, negative = inhibition, most hits filed as inhibitors; 370,000 compounds, 0.028% hits; AID 624246; active = well fitted inhibition curve with a large enough effect in the polarisation, with a control signal flat; inconclusive = small, poorly fitted or top-dose-only effect, or effect the other way, or a change in a side signal; inactive = no such curve, though single readings can be large or run the other way; the % refers to the polarisation;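 also: polarization taken with two DNA probes labelled with fluorescein and Texas red; potency is read from the fitted curve at half-maximal effect; % of control where 0% means no effect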
Target sequence (P11308 whole entry, looked up, the tested form may be a part): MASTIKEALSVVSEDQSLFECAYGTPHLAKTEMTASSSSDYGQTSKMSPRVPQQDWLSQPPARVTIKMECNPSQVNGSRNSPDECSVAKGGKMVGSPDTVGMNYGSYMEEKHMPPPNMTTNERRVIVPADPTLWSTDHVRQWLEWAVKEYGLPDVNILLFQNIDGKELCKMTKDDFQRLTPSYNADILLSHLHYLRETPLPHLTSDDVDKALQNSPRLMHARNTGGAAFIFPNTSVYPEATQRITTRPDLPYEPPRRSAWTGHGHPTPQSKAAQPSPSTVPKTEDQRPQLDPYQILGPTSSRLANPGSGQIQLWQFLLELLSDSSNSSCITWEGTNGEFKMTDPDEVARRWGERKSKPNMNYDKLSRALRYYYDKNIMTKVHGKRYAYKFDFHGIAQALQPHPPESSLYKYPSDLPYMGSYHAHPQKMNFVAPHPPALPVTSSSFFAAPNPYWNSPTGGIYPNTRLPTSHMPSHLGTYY
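His-tagged ERG Ets domain (1 uM in the protein solution; 300mM KCl, 50mM Tris-HCl, 1mM EDTA, 1mM DTT, pH 7.5) received compound, then a probe mix of 5 nM fluorescein-DNA and 100nM Texas-615-DNA. Fluorescence polarization was read for both dyes.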
Vif-A3F inh: blocks the Vif interaction with APOBEC3F | HeLa A3F-eYFP + Vif (tagged APOBEC3F with the HIV-1 protein that degrades it), YFP fluorescence increase | Potency, µM (highest dose often 46.1 µM), for inactives: top-dose activity, negative = active | 390,000 compounds, 0.2% hits | AID 602313; also: potency is read from the fitted curve at half-maximal effect; % of control where 0% means no effect; nearly all actives have a fitted effect of over 65% in size
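HeLa cells stably expressing A3F-eYFP plus Vif, plated and incubated overnight at 37 deg C, then exposed to compounds overnight at 37 deg C. Blocked degradation read as raised yellow fluorescence (Ex 488/Em 500-530).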
ALOX12 inh: blocks human arachidonate 12S-lipoxygenase. purified 12hLO, xylenol orange hydroperoxide absorbance. Potency, µM (top dose mostly 108 µM), for the others: at the highest dose activity change, negative = inhibition, most hits filed as inhibitors. 580,000 compounds, 1.1% hits; also: potency is read from the fitted curve at half-maximal effect; % is scaled to controls: 0 for no effect and ±100 for the full control effect
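Purified human 12hLO (150 nM final) in 25 mM Hepes, 0.01% Triton X-100, pH 7.0 was preincubated 15 min at room temperature with compound. Then 40 uM arachidonic acid was added, 30 min. Hydroperoxide was read by Fe-XO absorbance ratio 573/405 nm.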
D2 antagonist: antagonizes the human D2 dopamine receptor; HEK293 TREx D2 cells, calcium flux, dopamine EC80; inhibition, % at 10 µM; 340,000 compounds, 2% hits; in the data active = inhibition above about 30%; also: 0% is about no effect
Target sequence (P14416 whole entry, looked up): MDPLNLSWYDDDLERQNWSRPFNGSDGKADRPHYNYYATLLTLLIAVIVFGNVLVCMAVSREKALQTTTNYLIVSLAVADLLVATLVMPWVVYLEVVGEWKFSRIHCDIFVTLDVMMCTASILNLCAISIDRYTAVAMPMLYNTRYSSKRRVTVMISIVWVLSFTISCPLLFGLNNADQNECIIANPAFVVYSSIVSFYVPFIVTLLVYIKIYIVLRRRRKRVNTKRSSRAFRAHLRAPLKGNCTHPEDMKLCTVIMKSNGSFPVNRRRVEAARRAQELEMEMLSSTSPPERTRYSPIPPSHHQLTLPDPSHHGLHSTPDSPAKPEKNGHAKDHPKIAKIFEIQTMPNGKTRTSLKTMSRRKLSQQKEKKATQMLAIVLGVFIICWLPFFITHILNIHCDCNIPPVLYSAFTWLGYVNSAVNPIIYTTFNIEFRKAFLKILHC
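HEK293 T-REx D2 cells, tet-induced, calcium dye no-wash. Cpd pintool add, 180 s kinetic, then EC80 DA, 180 s kinetic. Ca flux read.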
D2 agonist: activates the human D2 dopamine receptor; activation, % at 2 µM; HEK293 T-REx D2 cells, calcium flux agonist mode; 340,000 compounds, 0.53% hits; P14416;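 active = activation over 3 SD above normal in the single-dose calcium agonist read, cut at about 30% in these data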; also: 0% is about no effect
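HEK293 Trex D2 cells, tetracycline-induced, o/n 30 C 5% CO2; no-wash Ca dye, RT 30–90 min; 10-cycle baseline, 23 nl cpd added, kinetic Ca read 180 s; agonist hits = positive Ca response.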
Glioma ERSR ind: ER stress response induction in glioma; U87-MG GRP78 promoter luciferase reporter, 16 h; Potency, µM, without a hit: top-dose activation, hits mostly activators; 420,000 compounds, 0.02% hits; also: potency is read from the fitted curve at half-maximal effect; series mostly up to about 76 µM; % of control where 0% means no effect; nearly all actives have a fitted effect of over 35% in size
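Stably transfected U87-MG glioma cells carrying a GRP78-based luciferase sensor; 16 h compound incubation. Luminescence end-point read 10 min after Bright-Glo addition at room temperature.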
LDHA block: blocks human lactate dehydrogenase A. AID 1347041. 480,000 compounds, 0.15% hits. activity change, % (values are at about 110 or 230 µM). P00338. purified LDHA, NADH/diaphorase-resazurin fluorescence; stronger effect = lower value; in the data active = activity change below about -30%; inconclusive = mostly about -25% to -30%;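 also: plate controls were DMSO wells for no effect and wells without enzyme for full effect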
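Remaining NADH was detected by diaphorase (0.133 mg/mL) converting 37 µM resazurin to fluorescent resorufin, read at 0 and 20 minutes. The preceding 5-minute room-temperature reaction used 2 nM LDHA, 0.2 mM sodium pyruvate and 0.06 mM NADH at pH 7.4.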
Vif-A3G inh: inhibitors of Vif-APOBEC3G interaction; 410,000 compounds, 0.076% hits; HeLa A3G-eYFP + Vif (tagged APOBEC3G with the HIV-1 protein that degrades it), YFP fluorescence, overnight; Potency, µM (top dose mostly 46.1 µM), inactives show at the top dose activity, negative = active, actives largely listed as inhibitors;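 also: potency is read from the fitted curve at half-maximal effect; % is scaled to controls: 0 for no effect and ±100 for the full control effect; nearly all actives have a fitted effect of over 60% in size; hits raise eYFP signal because A3G escapes Vif-driven loss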
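HeLa cells stably expressing Vif and C-terminally eYFP-tagged A3G, seeded overnight at 37 deg C, then exposed to compound by pintool overnight at 37 deg C. Rise in yellow fluorescence (Ex 488/Em 500-530, Acumen) marks blocked Vif-driven A3G degradation.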
RGS4 inhibitor: human RGS4 inhibition; P49798; Transcreener GDP fluorescence polarization, RGS4-accelerated GTP hydrolysis; Potency, µM (top dose mostly 114 µM), for inactives: at the highest dose activity change, negative = inhibition, most hits filed as inhibitors; 390,000 compounds, 0.039% hits; AID 504845; also: potency is read from the fitted curve at half-maximal effect; % is scaled to controls: 0 for no effect and ±100 for the full control effect; nearly all actives have a fitted effect of over 75% in size; some results filed as inactive show a strong effect at the top dose
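MLSMR compounds (23 nl, pin-transferred) preincubated 10 min at room temperature with a 500nM (2x) first reagent, then RGS4 at 900nM (2x) plus Transcreener GDP mix added; fluorescence polarization (620/688 nm) read before and after 90 min at 30 °C.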
Starred values were filed as active, the others as inactive; ? = inconclusive; nt = no result given; & = joins results of further samples. Unless noted, calls follow the shape of the dose curve; as a rule, active = well fitted curve in the direction sought with a large enough effect; inconclusive = small, poorly fitted or top-dose-only effect, or another doubt; inactive = no such curve, though single readings can be large; an effect the other way counts as inactive or inconclusive. A portion of the library. The share of hits here may be higher or lower than overall.

[1] Cc1oc(-c2ccccc2)nc1C(=O)OCC(=O)NC(C)c1ccccc1 (centres undefined)
[2] O=C(COC(=O)c1cc(S(=O)(=O)N2CCOCC2)ccc1Cl)Nc1ccccc1Cl
[3] CN(C1CCCCC1)S(=O)(=O)c1ccc2c(c1)c(=O)c(C(=O)NCCc1ccc(Cl)cc1)cn2C
[4] Cc1nn(C)cc1CNCc1c(C(=O)N2CCCCC2)nc2c(C)cccn12
[5] CC(C)[C@H](NC(=O)NC1CCN(Cc2ccccc2)CC1)C(=O)O
[6] Cc1ccc(-n2c(CNc3cccc(Cl)c3)n[nH]c2=S)cc1
[7] O=C(CCc1ccccc1)NC1(Cc2ccccc2)CCN(CCc2cccs2)C1=O (centres undefined)
[8] O=CNCc1nc2ccccc2n1CCc1ccccc1

screen / no.	1	2	3	4	5	6	7	8
RGS4 inhibitor	-26.9%	2.5%	-7.0%	?	8.5%	?	0.1%	3.4%
ERG-DNA inh	5.1%	8.3%	-2.7%	13.1%	-2.8%	2.1%	13.9%	-1.0%
LDHA block	-0.3&-0.1	-0.3	0.5	-5.7	-5.9	-1.7	-12.8	-9.9
ALOX12 inh	-21.7%&-55.3%	-21.0%	?	3.9%	0.0%	?	?	15.1%
Vif-A3G inh	0.2%	-1.4%	-2.0%	0.2%	0.6%	5.5%	0.2%	-1.1%
Vif-A3F inh	-2.2%	-6.8%	-6.1%	-27.4%	8.3%	2.7%	10.2%	?
Glioma ERSR ind	-3.0%	-3.3%	-2.0%	-2.1%	-3.4%	0.7%	0.0%	-2.9%
D2 antagonist	-15.1	-42.3	nt	-16.6	-1.8	nt	-9.1	-2.1
D2 agonist	-1.1	-0.5	6.4	2.9	0.8	nt	-0.3	nt

[9] O=C(Nc1ccc(S(=O)(=O)N2CCOCC2)cc1)C1CC(=O)N(c2ccc(F)cc2)C1 (centres undefined)
[10] CCC(CC)C(=O)NCCCN1CCOCC1
[11] C=C(CCO)C1=CCN(S(=O)C(C)(C)C)[C@@H]1CCO (some centres undefined)
[12] COc1ccc(OC)c(-c2cc(C(=O)Nc3c(C)nn(Cc4ccccc4Cl)c3C)no2)c1
[13] CCCCN(CC)S(=O)(=O)c1ccc(C(=O)N(CCCN(C)C)c2nc3cc(C)cc(C)c3s2)cc1
[14] COc1cc2oc(=O)cc(CN3CCOCC3)c2cc1Cl
[15] O=C(Nc1nc(-c2ccc(F)cc2)cs1)c1cccc(N2C(=O)CCC2=O)c1
[16] COc1ccccc1-c1oc2ccccc2c1C#CCCO

screen / no.	9	10	11	12	13	14	15	16
RGS4 inhibitor	0.8%	-3.0%	2.6%	-2.1%	-5.4%	nt	-44.9%	14.3%
ERG-DNA inh	3.0%	16.6%	11.0%	-6.8%	-4.9%	nt	7.4%	5.3%
LDHA block	-0.3	-5.0	-8.1	-2.9&-9.5	1.2	-8.5	-4.1	-1.0
ALOX12 inh	-23.7%	-2.6%	?	-10.7%&-13.3%	?	?	?	?
Vif-A3G inh	2.1%	-0.4%	2.6%	1.1%	0.4%	-1.1%	-0.1%	-5.9%
Vif-A3F inh	8.8%	-3.3%	0.4%	-3.4%	1.6%	nt	0.9%	6.1%
Glioma ERSR ind	-1.8%	-6.4%	-1.6%	7.9%	-13.3%	-3.1%	-0.7%	-1.5%
D2 antagonist	-5.1	-2.8	nt	-10.0	5.9	nt	-17.3	-5.8
D2 agonist	-1.2	1.8	nt	-0.8	0.9	nt	-0.4	-0.5

A different layout for 11 compounds above.
No.	structure	RGS4 inhibitor	ERG-DNA inh	LDHA block	ALOX12 inh	Vif-A3G inh	Vif-A3F inh	Glioma ERSR ind	D2 antagonist	D2 agonist
3	CN(C1CCCCC1)S(=O)(=O)c1ccc2c(c1)c(=O)c(C(=O)NCCc1ccc(Cl)cc1)cn2C	-7.0%	-2.7%	0.5	?	-2.0%	-6.1%	-2.0%	nt	6.4
4	Cc1nn(C)cc1CNCc1c(C(=O)N2CCCCC2)nc2c(C)cccn12	?	13.1%	-5.7	3.9%	0.2%	-27.4%	-2.1%	-16.6	2.9
5	CC(C)[C@H](NC(=O)NC1CCN(Cc2ccccc2)CC1)C(=O)O	8.5%	-2.8%	-5.9	0.0%	0.6%	8.3%	-3.4%	-1.8	0.8
6	Cc1ccc(-n2c(CNc3cccc(Cl)c3)n[nH]c2=S)cc1	?	2.1%	-1.7	?	5.5%	2.7%	0.7%	nt	nt
7	O=C(CCc1ccccc1)NC1(Cc2ccccc2)CCN(CCc2cccs2)C1=O (centres undefined)	0.1%	13.9%	-12.8	?	0.2%	10.2%	0.0%	-9.1	-0.3
8	O=CNCc1nc2ccccc2n1CCc1ccccc1	3.4%	-1.0%	-9.9	15.1%	-1.1%	?	-2.9%	-2.1	nt
9	O=C(Nc1ccc(S(=O)(=O)N2CCOCC2)cc1)C1CC(=O)N(c2ccc(F)cc2)C1 (centres undefined)	0.8%	3.0%	-0.3	-23.7%	2.1%	8.8%	-1.8%	-5.1	-1.2
10	CCC(CC)C(=O)NCCCN1CCOCC1	-3.0%	16.6%	-5.0	-2.6%	-0.4%	-3.3%	-6.4%	-2.8	1.8
11	C=C(CCO)C1=CCN(S(=O)C(C)(C)C)[C@@H]1CCO (some centres undefined)	2.6%	11.0%	-8.1	?	2.6%	0.4%	-1.6%	nt	nt
12	COc1ccc(OC)c(-c2cc(C(=O)Nc3c(C)nn(Cc4ccccc4Cl)c3C)no2)c1	-2.1%	-6.8%	-2.9&-9.5	-10.7%&-13.3%	1.1%	-3.4%	7.9%	-10.0	-0.8
13	CCCCN(CC)S(=O)(=O)c1ccc(C(=O)N(CCCN(C)C)c2nc3cc(C)cc(C)c3s2)cc1	-5.4%	-4.9%	1.2	?	0.4%	1.6%	-13.3%	5.9	0.9

(cont.)
[17] Cc1cccc(C)c1NC1=NC(=S)N(c2ccccc2)C12CCOC(C)(C)C2 (centres undefined)
[18] CC1C2C(c3ccccc3)N(C)C(=O)N(C)C2N(C)C(=O)N1C (centres undefined)
[19] Cc1onc(-c2ccccc2Cl)c1C(=O)N1CCCC1
[20] COCCn1c(-c2ccc(-c3ccc([N+](=O)[O-])cc3Br)o2)nc2c1c(=O)[nH]c(=O)n2CC(C)C
[21] COc1cccc(NC(=O)COc2c(F)c(F)c(C(F)(F)F)c(F)c2F)c1

screen / no.	17	18	19	20	21
RGS4 inhibitor	-0.2%	-10.7%	-18.0%	?	-9.2%
ERG-DNA inh	2.4%	12.2%	-19.7%	8.8%	-4.9%
LDHA block	-10.9	1.5	-0.8	1.9	1.1
ALOX12 inh	0.0%	0.0%	-10.7%	?	-9.9%
Vif-A3G inh	3.0%	-1.7%	-1.8%	-25.2%	0.4%
Vif-A3F inh	0.0%	-4.8%	8.7%	?	-3.6%
Glioma ERSR ind	-2.0%	-3.2%	-2.5%	3.5%	1.2%
D2 antagonist	-18.7	-10.9	8.9	nt	1.7
D2 agonist	-1.9	0.5	0.7	nt	-0.3

Screening data from PubChem BioAssay.
